Assay outcomes (PubChem)
Yfh1-depleted yeast = enhancers of respiration in Yfh1-depleted yeast, dose response, Friedreich's ataxia, plus single-dose screen (AID 1465); S. cerevisiae Yfh1-off respiration, WST-1 reduction, 72 h; higher fold induction means a stronger effect; fold induction at 50 µM; hits with a dose series show EC50 in µM; hit rate 0.074% among 220,000;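 active means fold induction of absorbance versus untreated yeast above a set limit, then at least 30% activation at any dose in follow-up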;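 further: activators that raise dye reduction in frataxin-depleted yeast; strong numbers were not always called active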
Ins promoter up = MIN6 insulin promoter up-regulation; z-score at 5 µM; hit rate 0.3% among 190,000; MIN6 insulin promoter-GFP reporter, high-content imaging; hits give high values;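 active means z-score above 3 at 5 µM with at least 500 cells counted in the well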
Dynein cargo inh = blocks dynein driven cargo transport along microtubules; 3617.4 mouse cells, GR-EGFP nuclear translocation imaging; test concentration mostly 20 µM; stimulated with dexamethasone, 1 µM; hits give low values; z-score, hits read low; hit rate 0.47% among 220,000; AID 1381;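 active means plate z-score of nuclear minus cytoplasmic receptor signal below a set negative limit, without overly bright fluorescence or cell loss, cut at about -3.5 in these data, passing the limit was not always enough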;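 further: z-score of nuclear minus cytoplasmic ring GR-EGFP intensity difference per well; some compounds called inactive have numbers as strong as hits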
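Buffer or medium – tet-free medium with charcoal-stripped serum · Signal – automated 10x imaging of fixed Hoechst-stained cells · Also added – dexamethasone agonist, 1.0 µM final, for 30 min · Incubation – induction 48 h, compound 1 h, agonist 30 min · Read-out – GR-EGFP nuclear translocation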
MT stabilize HCS = stabilizes microtubules in HeLa cells; hit rate 0.83% among 200,000; HeLa tubulin immunostaining HCS, 24 h; share of cells brighter than vehicle mean+2SD; % tubulin-high responders, % at 10 µM;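 active means plate Z-score above 3 for both tubulin-high and condensed-nucleus cell shares, with cell loss under 80%, at 10 µM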;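 further: anti alpha tubulin signal scored within the nucleus-defined area of each cell; some results filed as inactive read as strong as hits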
Autophagy HCS = alters autophagy in cells | calls only at 10 µM (by protocol) | AID 463193 | MEF GFP-LC3 puncta imaging; test concentration mostly 10 µM | hit rate 0.98% among 190,000;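 active means percentage of spot-positive cells more than 3 SD above its plate mean, without a fluorescence outlier flag or 80% toxicity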;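 further: spot-positive cell cutoff set from DMSO-treated cells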
NOD2 inhibition = NOD2 signaling inhibitors, cell-based, luminescence, uHTS, HEK293 (AID 1566); HEK293 NOD2/NF-kB luciferase reporter, luminescence; higher % means a stronger effect; inhibition, % at 4 µM, or EC50 in µM where a hit was titrated; hit rate 0.63% among 290,000; in the data active means inhibition above about 50%; further: many of its hits are not listed in these tables
Lipid droplet = modulators of hepatic lipid droplet formation. inhibition, % at 6.5 µM. AID 1656. AML12 mouse hepatocytes, oleate lipid droplets, BODIPY imaging. hit rate 0.4% among 240,000;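 active means lipid droplet intensity inhibited by at least 50%, with more than 500 cells counted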
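Assay system: AML12 hepatocytes (mouse) / Also added: 100 µM oleic acid challenge / Times: overnight treatment with compound plus oleate / Detection: high-content imaging of BODIPY-stained droplets and DAPI nuclei / Evaluation: % inhibition of lipid droplet signal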
WT yeast gro inh = growth inhibition of WT yeast, mitochondrial fusion screen | mitochondrial fusion phenotypic screen, WT strain | inhibition, % at 10 µM | hit rate 2.1% among 190,000 | AID 1362; in the data active means inhibition above about 58%; tested in S. cerevisiae
b-catenin transl = beta-catenin nuclear translocation modulation. nuclear translocation activity, % at 5 µM. HeLa beta-catenin nuclear translocation, immunofluorescence imaging. hit rate 0.3% among 190,000;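 active means nuclear translocation activity above 50% at 5 µM, with a well cell count of 50 or more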;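 further: per-cell ratio of nuclear to cytoplasmic median beta-catenin stain intensity; plate controls were DMSO negative control for no effect and GSK-3 inhibitor IX positive control for full effect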
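Read-out: Nuclear/cytoplasmic beta-catenin signal ratio, % activation | Assay system: Human HeLa cell line | Times: 24 h compound exposure at 37°C, 5% CO2 | Signal: Fluorescence imaging of beta-catenin antibody stain plus DAPI | Dosing: 5 µM primary, 0.02–20 µM confirmation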
WT yeast gro inh mutant strain = second read-out of WT yeast gro inh, no call of its own (marks repeat the call); inhibition, %; mitochondrial fusion phenotypic screen, mutant strain inhibition
Dynein cargo inh cytoplasmic EGFP = also measured in Dynein cargo inh; calls as there; z-score; measured here: cytoplasmic GR-EGFP intensity; hits give high values
Dynein cargo inh nuclear GR-EGFP = also measured in Dynein cargo inh; calls as there; z-score; measured here: nuclear GR-EGFP intensity;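 lower value marks the stronger effect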
Dynein cargo inh cell count = recorded beside Dynein cargo inh, whose call it bears; z-score; measured here: cell count per field
Ins promoter up cell count = recorded beside Ins promoter up, whose call it bears; cell count; measured here: cytotoxicity, nuclei count;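 total cells summed across four imaged fields per well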
Lipid droplet cells 6.5 µM = also measured in Lipid droplet; calls as there; cell count; measured here: cell count, cytotoxicity flag;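 cells counted across two imaged fields per well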
b-catenin transl cell count 5 µM = second read-out of b-catenin transl, no call of its own (marks repeat the call); cell count; measured here: cell count, cytotoxicity flag
MT stabilize HCS Hoechst-high % = recorded beside MT stabilize HCS, whose call it bears; % Hoechst-high responders; measured here: nuclear condensation Hoechst responders;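 share of cells brighter than vehicle mean plus two SD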
MT stabilize HCS cytotoxicity % = also measured in MT stabilize HCS; calls as there; toxicity, %; measured here: cytotoxicity by cell density;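 0% = mean cell density of plate MIN control wells and 100% = no cells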
Autophagy HCS cell loss 18 h = second read-out of Autophagy HCS, no call of its own (marks repeat the call); toxicity, %; measured here: cell loss, nuclei count;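 cell loss after 18 h compound exposure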
* = called active by the depositor; i = inactive; / = not tested or not shown. Not all compounds are listed (hit frequency here may not be typical).

SMILES | Yfh1-depleted yeast | Ins promoter up | Ins promoter up cell count | Dynein cargo inh | Dynein cargo inh cytoplasmic EGFP | Dynein cargo inh nuclear GR-EGFP | Dynein cargo inh cell count | MT stabilize HCS | MT stabilize HCS Hoechst-high % | MT stabilize HCS cytotoxicity % | Autophagy HCS | Autophagy HCS cell loss 18 h | NOD2 inhibition | Lipid droplet | Lipid droplet cells 6.5 µM | WT yeast gro inh | WT yeast gro inh mutant strain | b-catenin transl | b-catenin transl cell count 5 µM
Nc1nc(CSc2ncccn2)nc(Nc2ccccc2)n1 | i | 1 | 902 | -0.14 | 0.12 | 0.41 | 0.11 | 1.3 | 1.2 | 7.7 | i | 2 | -61% | -3 | 777 | / | / | 0.8 | 1062
O=C(CSc1nc2ccccc2s1)Nc1cc(C(=O)O)cc(C(=O)O)c1 | i | -1 | 1235 | -1.2 | -0.39 | -0.7 | 1.5 | 2.9 | 2.4 | 10 | i | 3 | 7% | 0 | 702 | -17 | -5 | -2.3 | 1140
Cc1ccc(S(=O)(=O)NCCCn2ccnc2)cc1 | i | / | / | 1.3 | -0.25 | 0.29 | -0.65 | 1.8 | 2.4 | 7.6 | i | 1 | 7% | 0 | 576 | -12 | -17 | -0.8 | 989
Cc1ccc(C)c(Oc2ncnc(N)c2[N+](=O)[O-])c1 | / | 0.21 | 1481 | -0.17 | -0.17 | -0.28 | -0.22 | 2.4 | 2.9 | 7.5 | i | 9 | 11% | 12 | 643 | -1 | 0 | -2.4 | 1131
S=C(c1ccc(Cl)cc1)N1CCN(Cc2ccccc2)CC1 | i | -0.25 | 1428 | -0.93 | -0.3 | 0.047 | 0.73 | 5.1 | 1.9 | 7.4 | i | 17 | -8% | 0 | 650 | 22 | 26 | 0.8 | 1517
O=C(O)CN1C2=NCCCN2c2ccccc21 | i | -0.06 | 1371 | -0.34 | -0.37 | 0.12 | 0.63 | / | / | / | i | -13 | 10% | -8 | 737 | -9 | -14 | 2.1 | 1052
Cc1cccc(Cl)c1NC(=S)NN | i | 0.12 | 1133 | -0.11 | 1.6 | 0.59 | -0.11 | / | / | / | / | / | 16% | -2 | 668 | / | / | 1.0 | 1346
CCCCOn1c(C)c(C(=O)OCC)c2c3no[n+]([O-])c3ccc21 | i | / | / | -0.62 | -0.21 | -0.073 | 0.51 | 5.7 | 3.1 | 6.5 | i | 11 | 3% | / | / | 1 | 0 | / | /
O=C(CN1CCN(c2ccc(F)cc2)CC1)Nc1nnc(-c2ccccc2)s1 | i | 0.64 | 1110 | -0.9 | -0.17 | -0.36 | 0.93 | 5.8 | 2.2 | 12 | i | -13 | 1% | / | / | 13 | 1 | -7.8 | 926
C=CCn1c(SCC(=O)c2ccccc2)nnc1-c1ccc2c(c1)OCO2 | / | 0.68 | 745 | 0.62 | -0.36 | 0.7 | 0.009 | 1.4 | 1.2 | 9.2 | i | -3 | -1% | -3 | 814 | 4 | -4 | -6.0 | 1170
CC1CCN(CC(=O)Nc2ccc(S(=O)(=O)NC3CC3)cc2)CC1 | i | 0.01 | 1038 | -0.067 | -0.22 | 0.52 | -0.43 | / | / | / | / | / | -4% | 4 | 775 | / | / | -1.2 | 1354
Cc1ccc(S(=O)(=O)O/N=C2/CCCc3occc32)cc1 | i | 0.43 | 1536 | -1.3 | -0.17 | -0.024 | 1.1 | 2.7 | 1.7 | 9.9 | i | -34 | 3% | / | / | 42 | -15 | 3.7 | 1433
C=CCN1C(=O)C(C)S/C1=N\S(=O)(=O)c1ccc(Cl)cc1 (stereo not drawn) | i | 0.59 | 1253 | 0.67 | -0.29 | 0.049 | -0.7 | 1.7 | 2.4 | 7.5 | i | 3 | -1% | 7 | 673 | 7 | -10 | -0.1 | 889
O=C(c1ccco1)N1CCN(c2ncnc3scc(-c4ccc(F)cc4)c23)CC1 | i | -0.75 | 1386 | 0.22 | -0.29 | 0.12 | 0.41 | 2.1 | 1.5 | 4.0 | i | 4 | 16% | -8 | 739 | -3 | -10 | -6.7 | 584
COc1cc(/C=N/NC(=O)c2ccncc2)ccc1Oc1ccc([N+](=O)[O-])cn1 | i | -0.73 | 1185 | -0.19 | -0.34 | -0.081 | 0.47 | 2.5 | 2.4 | 6.5 | i | 2 | 8% | 0 | 677 | -6 | 11 | -0.5 | 1087
Cc1ccc(SCCN2CCN(CC(C)C)CCC2=O)cc1 | i | -0.2 | 1020 | -1 | -0.85 | -0.54 | 0.91 | / | / | / | / | / | -18% | 14 | 710 | / | / | 1.2 | 1300
NC(=O)C1CCN(C(=O)CCSc2ccc(Cl)cc2)CC1 | i | -0.18 | 1459 | -0.92 | -0.37 | -0.7 | 1.2 | 4.8 | 2.5 | 13 | i | -23 | -7% | 10 | 743 | -14 | -8 | -0.3 | 1530
COc1ccc(CCNC(=O)CCS(=O)(=O)c2ccc3c(c2)CCN3C(C)=O)cc1OC | / | 0.25 | 1622 | -0.053 | -0.42 | -0.25 | 0.49 | 4.7 | 1.3 | 4.6 | i | 16 | 13% | / | / | -8 | -54 | 2.5 | 1327
CC(C)n1c(N2CCN(CC(=O)NCc3cccs3)CC2)nc2ccccc21 | i | 0.98 | 1340 | -0.62 | -0.19 | -0.42 | 0.46 | 1.5 | 0.8 | 4.6 | i | 0 | -11% | 2 | 753 | 2 | 2 | 0.6 | 1075
c1cc2c(cc1CN1CCOCC1)OCO2 | i | -0.11 | 917 | -0.24 | 0.086 | -0.13 | 0.52 | 2.0 | 1.1 | 6.0 | i | 4 | 1% | 4 | 771 | -20 | -11 | / | /
O=C(NCc1ccccn1)c1ccc(=O)oc1 | i | 0.13 | 1140 | 1 | -0.23 | 0.79 | -0.61 | 5.0 | 3.4 | 8.2 | i | -11 | 9% | / | / | 8 | 19 | -6.7 | 1047
CCC(=O)Nc1cc(C(=O)OC(C(=O)c2ccc(C)c(C)c2)c2ccccc2)ccc1C (stereo not drawn) | i | -1.8 | 792 | -1.5 | -0.16 | -0.79 | 1.1 | 2.2 | 1.8 | 6.6 | i | 3 | 6% | / | / | -8 | 10 | -0.4 | 1303
Cc1c(Cl)cnc(NC(=O)COC(=O)c2ccc([N+](=O)[O-])s2)c1Cl | i | 0.31 | 1336 | -0.23 | -0.14 | -0.34 | 0.51 | 2.3 | 3.8 | 9.4 | i | -18 | 4% | -2 | 682 | 79 | 82 | -3.8 | 1157
C=CCN1C(=NC(=O)CCC(=O)O)SC2CS(=O)(=O)CC21 (stereo not drawn) | i | -0.76 | 1505 | -0.94 | -0.18 | -0.57 | -0.34 | 3.6 | 1.7 | 0.4 | i | -21 | 12% | / | / | -9 | -4 | -1.3 | 1394
N#CCN1CCN(CC(=O)Nc2ccc(OCc3ccccc3)cc2)CC1 | i | -0.02 | 1426 | 0.0038 | -0.24 | -0.14 | 0.89 | 4.0 | 1.5 | 6.9 | i | 4 | -2% | -5 | 601 | -10 | 3 | -1.5 | 1029
CC(C)(NC(=O)N1CCCC1)c1cccc(C(C)(C)NC(=O)N2CCCC2)c1 | i | -0.57 | 1153 | 2.4 | -0.2 | 1.9 | -2.6 | 1.9 | 1.6 | 39 | i | 10 | 0% | -6 | 695 | 10 | -7 | -0.6 | 1078
CC(C)(C)c1cc(CN(CCO)CCO)cc(C(C)(C)C)c1O | i | / | / | -5.8* | 0.27* | -2.3* | 0.21* | 2.3 | 1.0 | 5.6 | i | -8 | 7% | -6 | 741 | 8 | 4 | / | /

Part of the list above, field by field:
CC1CCN(CC(=O)Nc2ccc(S(=O)(=O)NC3CC3)cc2)CC1
- Yfh1-depleted yeast = i
- Ins promoter up = 0.01
- Ins promoter up cell count = 1038
- Dynein cargo inh = -0.067
- Dynein cargo inh cytoplasmic EGFP = -0.22
- Dynein cargo inh nuclear GR-EGFP = 0.52
- Dynein cargo inh cell count = -0.43
- MT stabilize HCS = /
- MT stabilize HCS Hoechst-high % = /
- MT stabilize HCS cytotoxicity % = /
- Autophagy HCS = /
- Autophagy HCS cell loss 18 h = /
- NOD2 inhibition = -4%
- Lipid droplet = 4
- Lipid droplet cells 6.5 µM = 775
- WT yeast gro inh = /
- WT yeast gro inh mutant strain = /
- b-catenin transl = -1.2
- b-catenin transl cell count 5 µM = 1354
CCC(=O)Nc1cc(C(=O)OC(C(=O)c2ccc(C)c(C)c2)c2ccccc2)ccc1C (stereo not drawn)
- Yfh1-depleted yeast = i
- Ins promoter up = -1.8
- Ins promoter up cell count = 792
- Dynein cargo inh = -1.5
- Dynein cargo inh cytoplasmic EGFP = -0.16
- Dynein cargo inh nuclear GR-EGFP = -0.79
- Dynein cargo inh cell count = 1.1
- MT stabilize HCS = 2.2
- MT stabilize HCS Hoechst-high % = 1.8
- MT stabilize HCS cytotoxicity % = 6.6
- Autophagy HCS = i
- Autophagy HCS cell loss 18 h = 3
- NOD2 inhibition = 6%
- Lipid droplet = /
- Lipid droplet cells 6.5 µM = /
- WT yeast gro inh = -8
- WT yeast gro inh mutant strain = 10
- b-catenin transl = -0.4
- b-catenin transl cell count 5 µM = 1303
Cc1ccc(S(=O)(=O)O/N=C2/CCCc3occc32)cc1
- Yfh1-depleted yeast = i
- Ins promoter up = 0.43
- Ins promoter up cell count = 1536
- Dynein cargo inh = -1.3
- Dynein cargo inh cytoplasmic EGFP = -0.17
- Dynein cargo inh nuclear GR-EGFP = -0.024
- Dynein cargo inh cell count = 1.1
- MT stabilize HCS = 2.7
- MT stabilize HCS Hoechst-high % = 1.7
- MT stabilize HCS cytotoxicity % = 9.9
- Autophagy HCS = i
- Autophagy HCS cell loss 18 h = -34
- NOD2 inhibition = 3%
- Lipid droplet = /
- Lipid droplet cells 6.5 µM = /
- WT yeast gro inh = 42
- WT yeast gro inh mutant strain = -15
- b-catenin transl = 3.7
- b-catenin transl cell count 5 µM = 1433
